# Compound activity (PubChem BioAssay)
# Bim-Bcl-W – inhibitors of Bim binding to Bcl-W, primary screen, biochemical, multiplexed, bead-based flow cytometry; 190,000 tested, 0.02% active; Bcl-2-like protein 2 (Homo sapiens), Q92843; AID 952, 2007; Bim peptide-Bcl-W binding; inhibition, % at 10 µM;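 also: 0% = bound tracer without compound and 100% = peptide blocker; higher means less fluorescent Bim peptide bound to Bcl-W beads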
# Target sequence (Q92843 whole entry, looked up): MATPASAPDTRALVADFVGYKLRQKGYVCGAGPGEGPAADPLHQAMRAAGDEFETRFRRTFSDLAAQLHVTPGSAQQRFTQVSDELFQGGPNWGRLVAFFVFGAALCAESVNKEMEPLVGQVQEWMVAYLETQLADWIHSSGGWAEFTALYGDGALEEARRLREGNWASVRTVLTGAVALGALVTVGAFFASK
# ABCB1 block – ABCB1 efflux pump inhibitors, primary screen, cell-based, multiplex, flow cytometry, ABCG2 counter-screen | ATP-dependent translocase ABCB1 (Homo sapiens), P08183 | AID 1326, 2008 | CCRF-Adr cells, JC-1 efflux | 190,000 tested, 0.067% active | inhibition, % at 6.6 µM; in the data active = inhibition above about 40%;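 also: 0% = vehicle and 100% = reference inhibitor; higher value means more JC-1 retained so stronger ABCB1 efflux block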
# Bcl-XL Bim block – inhibitors of Bim-Bcl-XL binding, primary screen, biochemical, multiplexed, bead flow cytometry, human Bcl-XL. Bim peptide-Bcl-XL binding, fluorescence. inhibition, % at 10 µM. 190,000 tested, 0.04% active
# Target sequence (Q07817 whole entry, looked up): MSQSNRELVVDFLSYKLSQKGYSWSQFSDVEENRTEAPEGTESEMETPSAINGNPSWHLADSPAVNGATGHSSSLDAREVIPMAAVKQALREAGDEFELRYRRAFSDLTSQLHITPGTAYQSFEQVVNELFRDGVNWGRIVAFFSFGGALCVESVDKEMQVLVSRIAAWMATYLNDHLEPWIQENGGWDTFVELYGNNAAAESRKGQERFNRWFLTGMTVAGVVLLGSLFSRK
# GSH fluor – compound fluorescence on glutathione beads, profiling panel, artefact control, biophysical, 488/530 nm, flow cytometry; GSH beads flow cytometry, compound fluorescence 488/530 nm; active compounds read high; fluorescence (KMESF) at 10 µM; 190,000 tested, 0.25% active; in the data active = fluorescence above about 89;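 also: glutathione beads carrying GST-tagged Bcl family fusion proteins plus one bare bead set; values are compound well signal with DMSO vehicle wells as background; inactives centre near 16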
# Bcl-B Bim block – inhibitors of Bim-Bcl-B binding, primary screen, biochemical, multiplexed, human Bcl-2 family; Bcl-2-like protein 10 (Homo sapiens), Q9HD36; bead-based flow cytometry, Bim peptide-Bcl-B binding; inhibition, % at 10 µM; 190,000 tested, 0.073% active;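 also: 0% = tracer peptide without compound and 100% = reference inhibitor peptide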
# Bim-Bfl-1 – inhibitors of Bim binding to Bfl-1, primary screen, biochemical, multiplexed, bead-based flow cytometry | Bcl-2-related protein A1 (Homo sapiens), Q16548 | AID 1008, 2008 | inhibition, % at 10 µM | 190,000 tested, 0.12% active | Bim-Bfl-1 binding inhibition;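 also: 0% = wells without compound plus tracer and 100% = blocker peptide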
# RGS4-Gao reg – modulators of RGS4 binding to Galphao, primary screen, biochemical, multiplexed bead flow cytometry. actives lie on both sides. 220,000 tested, 0.33% active. AID 1415, 2008. Guanine nucleotide-binding protein G(o) subunit alpha (Homo sapiens), P09471. binding response (% of control), % at 10 µM; in the data active = binding response below about 49% or above about 150%; inactive = in between;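 also: fluorescent Galphao activated with aluminum fluoride binding bead-coupled RGS4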
# Bcl-2 Bim block – inhibitors of Bim-Bcl-2 binding, primary screen, biochemical, multiplexed, human Bcl-2 family. Apoptosis regulator Bcl-2 (Homo sapiens), P10415. Bead-based flow cytometry, Bim peptide-Bcl-2 binding. inhibition, % at 10 µM. 190,000 tested, 0.06% active. AID 950, 2007; in the data active = inhibition above about 40%; inconclusive = no clear call, values can overlap the other calls;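 also: 0% = no compound wells with probe peptide and 100% = reference peptide inhibitor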
# RGS7-Gao reg – RGS7-Galphao binding modulators, primary screen, biochemical, multiplexed bead flow cytometry; Guanine nucleotide-binding protein G(o) subunit alpha (Homo sapiens), P09471; actives lie on both sides; binding response (% of control), % at 10 µM; 220,000 tested, 0.35% active; AID 1439, 2008; in the data active = binding response below about 49% or above about 150%; inconclusive = no clear call, values can overlap the other calls; inactive = in between;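 also: fluorescent Galphao held in activated GDP-AlF4 state binding bead-coupled RGS7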
# ABCG2 inh – ABCG2 efflux pump inhibitors, primary screen, multiplex with ABCB1, IgMXP3 cells, flow cytometry. Broad substrate specificity ATP-binding cassette transporter ABCG2 (Homo sapiens), Q9UNQ0. JC-1 efflux. inhibition, % at 6.6 µM. 190,000 tested, 0.1% active. AID 1325, 2008;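 active = inhibition above 80%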;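 also: 0% = DMSO and 100% = nicardipine control wells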
# Target sequence (Q9UNQ0 whole entry, looked up): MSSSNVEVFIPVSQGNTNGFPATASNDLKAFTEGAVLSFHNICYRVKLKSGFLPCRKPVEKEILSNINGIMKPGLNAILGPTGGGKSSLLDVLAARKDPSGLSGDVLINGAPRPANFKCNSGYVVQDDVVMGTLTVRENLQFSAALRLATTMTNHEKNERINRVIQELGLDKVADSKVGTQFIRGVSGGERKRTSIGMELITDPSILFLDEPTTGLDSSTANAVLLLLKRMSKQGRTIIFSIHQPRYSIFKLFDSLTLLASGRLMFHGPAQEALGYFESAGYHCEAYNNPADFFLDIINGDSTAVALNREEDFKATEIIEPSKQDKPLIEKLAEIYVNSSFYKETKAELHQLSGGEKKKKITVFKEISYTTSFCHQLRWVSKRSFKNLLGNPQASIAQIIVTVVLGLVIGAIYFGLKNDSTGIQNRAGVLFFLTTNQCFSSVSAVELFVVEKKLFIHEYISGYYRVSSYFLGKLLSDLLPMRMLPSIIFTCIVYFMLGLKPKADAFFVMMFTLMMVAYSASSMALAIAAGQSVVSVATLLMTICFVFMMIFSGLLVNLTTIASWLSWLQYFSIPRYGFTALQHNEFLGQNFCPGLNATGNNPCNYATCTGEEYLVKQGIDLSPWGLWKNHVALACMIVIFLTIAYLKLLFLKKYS
#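 System: two drug-resistant human cell lines, ABCG2 and ABCB1; controls: nicardipine high and DMSO low controls; times: 10 min exposure at 25 °C with rotation, no wash; detection: flow cytometry of retained JC-1 fluorescence; read-out basis: percent efflux inhibition, scaled nicardipine 100% to DMSO 0%; doses: one concentration, 6.6 µM final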
# RGS8-Gao reg – RGS8-Galphao binding modulators, primary screen, biochemical, multiplexed bead flow cytometry. 220,000 tested, 0.34% active. response (percent of control binding), % at 10 µM. actives lie on both sides; in the data active = response below about 60% or above about 140%; inactive = in between;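 also: Galphao activated as the GDP aluminium fluoride complex binding bead-coupled RGS8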
# Numbers without * were called inactive; ? = inconclusive; . = not tested or not shown. Rule as the data show it, unless noted: active = inhibition above about 40%. Rows are unselected; 1.1% or so of the library scored in one or more.
SMILES,Bim-Bcl-W,ABCB1 block,Bcl-XL Bim block,GSH fluor,Bcl-B Bim block,Bim-Bfl-1,RGS4-Gao reg,Bcl-2 Bim block,RGS7-Gao reg,ABCG2 inh,RGS8-Gao reg
CSc1ccc(CN(C)CC(=O)Nc2ccccc2Br)cc1,-2,0.3,0,16,4,-8,110,-12,107,2,122
O=c1[nH]cnc2ccccc12,-2,0.1,0,18,0,0,97,0,103,0,91
CCOc1ccc(NC(=O)CC2C(=O)N(c3ccc(OC)cc3)C(=S)N2Cc2ccccn2)cc1 (stereo not given),-1,0.3,-2,11,-4,-2,96,-4,102,1,97
Cc1ccc(NC(=O)CSc2cccc[n+]2[O-])c([N+](=O)[O-])c1,-3,1.0,-6,17,-6,-7,97,-3,?,9,100
CCOc1ccc(NS(=O)(=O)c2ccc(NC(=O)C3CCCO3)cc2)cc1 (stereo not given),-1,0.3,-2,78,-3,-8,99,-4,99,1,100
CCOC(=O)c1nn(-c2sc(C(=O)OC)c(C)c2C(=O)OC)cc1O,1,-0.1,-2,25,-7,-6,104,-8,101,5,104
O=C(CCCCn1c(=O)c2ccccc2n(Cc2ccc(F)cc2)c1=O)NCc1ccco1,-2,3.5,0,19,0,-2,95,0,101,11,98
CC(C)(C)c1nc(CN2CCOCC2)cc(CN2CCOCC2)c1O,0,0.7,0,9,0,-2,117,-1,124,3,113
O=c1[nH]c(CSc2nnc3ccccn23)nc2cc(C(F)(F)F)ccc12,-1,-0.4,-2,9,0,-3,97,-4,90,0,93
O=C(CC1SC(=NCc2ccccc2)NC1=O)Nc1ccccc1 (stereo not given),-1,-0.7,-5,10,-3,0,106,1,99,-1,119
CCC(C)C(NC(=O)c1ccc(Cl)cc1)C(=O)O (stereo not given),0,-0.3,-6,9,-6,-9,104,-10,107,0,103
COC(=O)c1c(NS(=O)(=O)c2cccs2)sc2c1CCCC2,-1,-0.2,-7,26,-2,-1,93,0,101,0,93
CCOC(=O)C1=C(C)NC(SCC(=O)Nc2nc(C)cs2)=C(C#N)C1c1cccs1 (stereo not given),-5,0.7,-11,25,-11,-21,102,-8,101,7,102
CCOc1cccc(-c2nnc3sc(COc4ccc(OC)cc4)nn23)c1,3,0.5,2,57,-14,-10,99,-7,99,3,96
CCCCN(C)C(=S)Nc1ccsc1C(=O)OC,-5,1.4,-5,16,-10,-8,94,-6,?,42,93
Cc1ccc(-c2nnc(SCC(=O)N3CCCC3)o2)cc1C,0,1.6,-5,25,-10,-14,100,-14,98,34,101
COc1ccc([C@@H]2Sc3cc(OC)ccc3N(CCN(C(C)C)C(C)C)C(=O)[C@H]2OC(C)=O)cc1,1,1.6,-4,29,-2,1,105,2,103,1,102
Cc1ccc(C2CC(=O)NC(SCC(N)=O)=C2C#N)s1 (stereo not given),-3,-0.3,-4,.,-5,-2,102,-2,101,-2,100
O=C1NC(=O)/C(=C/C(=O)N2CCOCC2)S1,0,0.1,0,19,3,-1,104,1,100,0,102
CC1=C(C(=O)OCC(C)C)C(c2ccccc2Cl)NC(=O)N1C (stereo not given),1,1.3,-2,22,-5,-6,101,-3,102,3,101
CC1(C)CC(=O)C2=C(C1)OC(N)=C(C#N)C2c1cccs1 (stereo not given),-8,-0.5,-7,13,-5,-7,112,-7,109,-1,104
O=C(CCc1c[nH]c2ccccc12)N1CCN(c2ccc(F)cc2)CC1,2,-0.4,0,10,0,-6,96,0,102,0,99
Cc1ccnc(NC(=O)Nc2ccc3c(c2)N(C)C(=O)CS3)c1,-3,1.5,-1,24,-5,0,104,0,100,24,101
COC(=O)c1ccc(C2C(Oc3ccccc3)C(=O)N2CCc2ccc(F)cc2)cc1 (stereo not given),18,3.3,9,17,0,-12,100,-15,112,20,100
Cc1nn(-c2ccc(Cl)cc2)c(N)c1C(O)(CSc1nccn1C)C(F)(F)F (stereo not given),-1,1.0,0,16,-5,-9,102,-8,100,3,102
CCOC(=O)CSCC(NC(=O)OC(C)(C)C)C(=O)OCC (stereo not given),0,0.0,2,15,0,-1,95,-3,94,-1,99
Cc1cc2nc(C)c(=O)n(C)c2cc1C,-5,0.3,-7,10,-6,-3,101,-4,100,1,95
CCN1CCc2c(OCC(=O)N3CCc4ccccc43)cccc2C1=O,1,0.7,-4,18,-4,-4,99,-3,103,2,101
COc1cccc2sc(Nc3nc(C)c(C(C)=O)s3)nc12,3,-0.1,2,33,1,0,100,-2,101,0,99
CC1(C)CC(=O)C2=C(C1)NC(Nc1nc3ccccc3o1)=NC21CCCCC1,-4,-0.1,-9,20,-8,-19,100,-8,99,-3,100
Cc1cccc(N2CCN(c3ccc(N4C(=O)CCCC4=O)cc3[N+](=O)[O-])CC2C)c1 (stereo not given),0,14,-1,5,-1,0,100,2,100,17,99
CCCCCCCCS(=O)CCC(=O)O (stereo not given),0,0.1,0,14,-3,-3,105,1,104,-1,102
Cc1ccc(-c2csc(Nc3ccc(S(N)(=O)=O)cc3)n2)o1,4,-0.5,3,16,0,20,95,1,91,2,94
FC(F)(F)c1cccc(Cn2nnnc2-c2cccc(C(F)(F)F)c2)c1,0,3.2,0,17,0,0,97,1,98,20,98
CCN1C(C(=O)c2ccccc2)=C(Nc2ccccc2C)c2ccccc2S1(=O)=O,-5,1.3,-5,10,-11,-11,97,-12,98,7,101
Cc1ccccc1NS(=O)(=O)c1ccc2c(c1)n(C)c(=O)n2C,0,1.1,0,26,0,-1,103,0,104,2,108
O=C(CCCN1C(=O)/C(=C/c2cccs2)SC1=S)Nc1ccccn1,-3,0.3,0,16,-14,2,97,-1,98,1,93
Cc1cccc(NC(=O)CSc2nc3ccccc3o2)c1,0,0.0,-4,35,-10,-14,102,-7,100,18,98
CCNS(=O)(=O)c1ccc(CCC(N)=O)cc1,0,-0.3,-1,16,-5,-6,99,-1,?,2,101
O=C(CN1C(=O)CSC1=O)Nc1ccccc1F,0,0.4,-7,34,-14,-15,95,-5,101,-8,100
O=c1c2ccccc2c(-c2ccc(Cl)cc2)nn1-c1ccccc1,1,0.9,0,12,-4,-1,104,2,101,7,101
COc1ccc(OC)c(N=C(C)C2=C(O)COC2=O)c1,0,-0.6,0,17,-2,3,99,0,99,1,87
CCCCCNc1nc(-c2ccccc2)nc(-n2ccnc2)n1,0,1.4,-2,12,-1,-4,103,-1,101,9,109
COc1cc(OC)cc(C(=O)N[C@H](C(=O)OCC(N)=O)C(C)C)c1,-2,0.1,-4,6,-6,-1,92,-3,96,3,88
CCC(=O)Nc1ccc(C(=O)CSc2nnc(-c3ccccc3F)n2CCc2ccccc2)cc1,-4,0.1,-11,19,-10,-10,90,-3,91,1,98
Nc1c(C(=O)c2ccco2)oc2ccccc12,-1,0.4,-1,17,-6,-4,96,-1,?,10,97
Cc1cnc(C(=O)OCC(=O)Nc2cccc(S(=O)(=O)N3CCCCC3)c2)cn1,-3,-0.1,-9,18,-11,-10,97,-5,99,3,100
O=C(O)C1CSC2(CCN(Cc3ccccc3)CC2)N1 (stereo not given),.,0.9,.,28,.,.,104,?,106,2,105
CC1(C)CC1C(=O)Nc1ccc([N+](=O)[O-])cc1Br (stereo not given),23,1.5,34,15,23,26,102,14,104,58,105
C=CCN1C(=O)N(c2ccc(Cl)cc2)C(=O)C1CC(=O)Nc1ccc(F)cc1 (stereo not given),-3,0.4,-3,15,-5,-8,102,-1,?,22,103
Oc1ccc2ccccc2c1CN1CCCC1,-1,0.3,0,14,0,-8,102,-5,98,1,100
CN(O)C(=O)Nc1ccc([N+](=O)[O-])cc1,0,0.2,-3,20,-1,2,103,-2,106,2,104
COc1cc2c(cc1OC)C(CSc1ccccc1C(=O)O)=NC(C)(C)C2,-2,0.5,0,26,-2,-4,105,-2,103,4,101

# Exported as tab-separated lines: part of the list above.
mol	Bim-Bcl-W	ABCB1 block	Bcl-XL Bim block	GSH fluor	Bcl-B Bim block	Bim-Bfl-1	RGS4-Gao reg	Bcl-2 Bim block	RGS7-Gao reg	ABCG2 inh	RGS8-Gao reg
O=c1c2ccccc2c(-c2ccc(Cl)cc2)nn1-c1ccccc1	1	0.9	0	12	-4	-1	104	2	101	7	101
COc1ccc(OC)c(N=C(C)C2=C(O)COC2=O)c1	0	-0.6	0	17	-2	3	99	0	99	1	87
CCCCCNc1nc(-c2ccccc2)nc(-n2ccnc2)n1	0	1.4	-2	12	-1	-4	103	-1	101	9	109
COc1cc(OC)cc(C(=O)N[C@H](C(=O)OCC(N)=O)C(C)C)c1	-2	0.1	-4	6	-6	-1	92	-3	96	3	88
CCC(=O)Nc1ccc(C(=O)CSc2nnc(-c3ccccc3F)n2CCc2ccccc2)cc1	-4	0.1	-11	19	-10	-10	90	-3	91	1	98
Nc1c(C(=O)c2ccco2)oc2ccccc12	-1	0.4	-1	17	-6	-4	96	-1	?	10	97
Cc1cnc(C(=O)OCC(=O)Nc2cccc(S(=O)(=O)N3CCCCC3)c2)cn1	-3	-0.1	-9	18	-11	-10	97	-5	99	3	100
O=C(O)C1CSC2(CCN(Cc3ccccc3)CC2)N1 (stereo not given)	.	0.9	.	28	.	.	104	?	106	2	105
CC1(C)CC1C(=O)Nc1ccc([N+](=O)[O-])cc1Br (stereo not given)	23	1.5	34	15	23	26	102	14	104	58	105
C=CCN1C(=O)N(c2ccc(Cl)cc2)C(=O)C1CC(=O)Nc1ccc(F)cc1 (stereo not given)	-3	0.4	-3	15	-5	-8	102	-1	?	22	103

# Record cards, as listed above. Order of values: Bim-Bcl-W | ABCB1 block | Bcl-XL Bim block | GSH fluor | Bcl-B Bim block | Bim-Bfl-1 | RGS4-Gao reg | Bcl-2 Bim block | RGS7-Gao reg | ABCG2 inh | RGS8-Gao reg
# C=CCN1C(=O)N(c2ccc(Cl)cc2)C(=O)C1CC(=O)Nc1ccc(F)cc1 (stereo not given) across the screens: -3 | 0.4 | -3 | 15 | -5 | -8 | 102 | -1 | ? | 22 | 103
# CC1(C)CC1C(=O)Nc1ccc([N+](=O)[O-])cc1Br (stereo not given) across the screens: 23 | 1.5 | 34 | 15 | 23 | 26 | 102 | 14 | 104 | 58 | 105
